HCV core dimer – inhibitors of HCV core protein dimerization, primary screen, biochemical, TR-FRET, high-throughput; inhibition, % at 5 µM; TR-FRET GST/Flag-core106 dimerization, 1536-well; actives 0.33% (n = 300,000); AID 1899, 2009;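 active = inhibition above the mean of all tested compounds plus 3 SD, set per screening campaign, cut at about 45% in these data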
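System – GST-tagged and Flag-tagged HCV core protein residues 1-106 · Repeats – one well for each compound · Technique – TR-FRET 671 and 617 nm emission · Doses – one concentration, 5 µM, in 0.5% DMSO · Times – 4 h, 22.5 °C incubation · Also added – Eu donor and XL665 acceptor anti-tag antibodies · Measure – percent inhibition of core106 dimerization signal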
procasp7 counter – procaspase-7 activators, primary screen, counter-screen for procaspase-3 activator project, biochemical, absorbance, HTS, human | recombinant procaspase-7, Ac-DEVD-pNA absorbance 405 nm; D23A/D198A/D206A triple mutant, cannot self-cleave; scale: DMSO 0, 5 µM enzyme 100 | activation, % at 8.5 µM | actives 0.093% (n = 330,000);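 active = percent activation above the screen-wide mean plus 3 SD, cut at about 25% in these data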
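System: Procaspase-7 triple mutant (PC-7 D3A); measure: % activation from two-timepoint absorbance difference, scaled to controls; times: 1 h compound preincubation, 2 h substrate cleavage, 25 °C; also added: Ac-DEVD-pNA substrate, 400 µM as added; measured by: Epi-absorbance of released pNA at 405 nm, two timepoints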
proCasp3 act – activators of human procaspase-3 D3A mutant, primary screen, biochemical, absorbance, PC-3 D3A mutant, single concentration. Caspase-3 (Homo sapiens), P42574. recombinant procaspase-3 D3A, Ac-DEVD-pNA absorbance 405 nm. activation, % at 8.5 µM. actives 0.11% (n = 330,000);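 active = activation above the mean of all tested compounds plus 3 SD, cut at about 21% in these data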;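 also: 0% = DMSO alone and 100% = DMSO wells spiked with extra 5 µM PC-3 D3A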
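material = Procaspase-3 D3A mutant | probe or stimulus = Ac-DEVD-pNA | compound = single dose, 8.5 µM nominal compound, 0.8% DMSO | timing = 1 h preincubation, 2 h reaction | measured by = 405 nm absorbance of p-nitroaniline, reads at 0 and 120 min | benchmarks = DMSO-only low control, 5 µM PC-3 D3A high control | repeats = singlicate, each compound tested once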
VLA-4 inh – inhibition in human VLA-4 binding assay, primary screen, VLA-4 allosteric modulator project, MLPCN library, flow cytometry, VLA-4 expressing cells | Integrin alpha-4 (Homo sapiens), P13612 | AID 2557, 2010 | inhibition, % (about 7 µM as worked out from the volumes in the protocol) | ligand binding flow cytometry | actives 0.2% (n = 330,000); in the data active = inhibition above about 50%
JMJD2C inh – inhibitors of GASC-1 histone demethylase, primary screen, biochemical, fluorescence, DELFIA europium; Lysine-specific demethylase 4C (Homo sapiens), Q9H3R0; GST-JMJD2C(1-420) H3K9me3 demethylation; inhibition, % at 2.35 µM; actives 0.069% (n = 330,000);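 active = more than half of a compound's replicate wells show inhibition beyond 50%, single wells judged on their own value; inconclusive = some, but no more than half, of replicates pass 50% inhibition; inactive = no replicate passes 50% inhibition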;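 also: signal counts dimethyl H3K9 product captured on neutravidin plate; 0% = median of DMSO wells and 100% = 0.3 times that DMSO median; strong numbers were not always called active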
PP1 counter – PP1-alpha phosphatase inhibitors, primary screen, counter-screen for PP5 inhibitor project, biochemical, fluorescence, OMFP substrate, single point; purified PP1alpha; actives 0.9% (n = 320,000); AID 2235, 2010; inhibition, % at 6.7 µM; Serine/threonine-protein phosphatase PP1-alpha catalytic subunit (Homo sapiens), P62136;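 active = inhibition above the mean inhibition of all tested compounds plus 3 SD, computed separately for each screening campaign, cut at about 15% in these data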
Target sequence (P62136 whole entry, looked up): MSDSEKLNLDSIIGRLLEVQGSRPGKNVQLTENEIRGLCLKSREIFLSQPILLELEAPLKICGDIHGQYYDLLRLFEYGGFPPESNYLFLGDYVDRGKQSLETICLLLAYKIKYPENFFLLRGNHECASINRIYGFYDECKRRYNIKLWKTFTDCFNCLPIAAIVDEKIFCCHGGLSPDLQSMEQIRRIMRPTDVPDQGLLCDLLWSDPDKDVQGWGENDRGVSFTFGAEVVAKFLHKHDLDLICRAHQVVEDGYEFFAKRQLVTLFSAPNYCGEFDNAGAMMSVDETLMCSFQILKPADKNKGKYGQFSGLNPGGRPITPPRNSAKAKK
Fh CTSL1 inh – Fasciola hepatica cathepsin L1 inhibitors, primary screen, counter-screen for PFM18AAP inhibitor project, biochemical, QFRET, fluorogenic peptide substrate; AID 1906, 2009; recombinant F. hepatica cathepsin L1, Z-Leu-Arg-MCA fluorescence; actives 0.49% (n = 300,000); inhibition, % at 5.96 µM;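 active = inhibition above the mean of all tested compounds plus 3 SD, set per screening campaign, cut at about 17% in these data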;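 also: 0% = plate median of test compound wells and 100% = 1 µM Z-Phe-Ala-diazomethylketone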
PP5 inh – PP5 phosphatase inhibitors, primary screen, biochemical, fluorescence; Serine/threonine-protein phosphatase 5 (Homo sapiens), P53041; purified PP5c, OMFP substrate fluorescence; inhibition, % at 6.7 µM; actives 0.18% (n = 320,000); AID 1987, 2009;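 active = inhibition above the campaign's mean inhibition across all tested compounds plus 3 SD, cut at about 9.5% in these data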;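 also: 0% = DMSO only and 100% = 100 µM cantharidin control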
GRK2 inh – compounds blocking aptamer binding on GRK2 – biochemical, human GRK2, bead flow cytometry, HTS, primary screen; Beta-adrenergic receptor kinase 1 (Homo sapiens), P25098; FAM-aptamer displacement from GRK2; inhibition of aptamer binding, % at 10 µM; actives 0.59% (n = 330,000);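 active = inhibition of aptamer binding above 40%, roughly 3 SD of noise, on plates passing a quality check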;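 also: median bead fluorescence of bound FAM aptamer so fluorescent compounds give negative values; no value below 0 was filed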
Target sequence (P25098 whole entry, looked up): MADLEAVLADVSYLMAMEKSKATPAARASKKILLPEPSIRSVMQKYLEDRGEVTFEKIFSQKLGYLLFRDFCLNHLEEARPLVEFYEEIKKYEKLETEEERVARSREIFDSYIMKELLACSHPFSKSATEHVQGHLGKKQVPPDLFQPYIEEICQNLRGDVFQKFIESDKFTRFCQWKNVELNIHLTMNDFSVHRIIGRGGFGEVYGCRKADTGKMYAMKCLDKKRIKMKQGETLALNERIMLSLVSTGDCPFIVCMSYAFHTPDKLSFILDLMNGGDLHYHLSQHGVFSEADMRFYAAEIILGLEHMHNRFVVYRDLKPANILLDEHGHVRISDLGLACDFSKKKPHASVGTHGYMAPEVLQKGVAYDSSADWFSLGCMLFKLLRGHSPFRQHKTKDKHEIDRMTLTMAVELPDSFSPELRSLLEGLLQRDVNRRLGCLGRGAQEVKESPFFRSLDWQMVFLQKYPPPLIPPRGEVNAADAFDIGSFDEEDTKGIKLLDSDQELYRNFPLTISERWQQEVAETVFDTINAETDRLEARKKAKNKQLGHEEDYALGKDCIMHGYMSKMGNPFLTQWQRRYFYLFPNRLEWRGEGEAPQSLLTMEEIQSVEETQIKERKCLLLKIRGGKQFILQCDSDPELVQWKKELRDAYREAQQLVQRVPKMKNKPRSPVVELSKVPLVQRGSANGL
* marks the source's active call; other numbers are inactive results.

Start of the data: the first 2 compounds, ahead of the listing:
CC(=O)c1ccccc1Oc1cc(NN2CCCCC2)c([N+](=O)[O-])cc1[N+](=O)[O-] was read as HCV core dimer 22, procasp7 counter -2, proCasp3 act -5, VLA-4 inh 13, JMJD2C inh 2, PP1 counter 7, Fh CTSL1 inh 1, PP5 inh 3.0 and GRK2 inh 15.
COc1ccc(N2CCN(c3oc(-c4ccc(OC)c(OC)c4)nc3C#N)CC2)cc1 was read as HCV core dimer 0, procasp7 counter 0, proCasp3 act 4, VLA-4 inh -3, JMJD2C inh 6, PP1 counter -5, Fh CTSL1 inh 0, PP5 inh -3.5 and GRK2 inh 2.

The whole of this part (from the top)
CC(=O)c1ccccc1Oc1cc(NN2CCCCC2)c([N+](=O)[O-])cc1[N+](=O)[O-] was read as HCV core dimer 22, procasp7 counter -2, proCasp3 act -5, VLA-4 inh 13, JMJD2C inh 2, PP1 counter 7, Fh CTSL1 inh 1, PP5 inh 3.0 and GRK2 inh 15.
COc1ccc(N2CCN(c3oc(-c4ccc(OC)c(OC)c4)nc3C#N)CC2)cc1 was read as HCV core dimer 0, procasp7 counter 0, proCasp3 act 4, VLA-4 inh -3, JMJD2C inh 6, PP1 counter -5, Fh CTSL1 inh 0, PP5 inh -3.5 and GRK2 inh 2.
For COC(=O)c1onc(C(=O)c2ccccc2)c1C(=O)OC the results were HCV core dimer -1, procasp7 counter 6, proCasp3 act 5, VLA-4 inh -4, JMJD2C inh -3, PP1 counter -3, Fh CTSL1 inh 2, PP5 inh -1.3 and GRK2 inh 5.
`N#C/C(=C\c1ccccc1Cl)C(=O)NC(=O)Oc1ccccc1` gave HCV core dimer 1, procasp7 counter 17, proCasp3 act -5, VLA-4 inh 7, JMJD2C inh 0, PP1 counter -5, Fh CTSL1 inh -3, PP5 inh 0.6 and GRK2 inh 2.
Cn1nc(C(=O)OCC(=O)NCc2ccc(Cl)cc2)c2ccccc2c1=O was read as procasp7 counter -8, proCasp3 act -5, VLA-4 inh 6, JMJD2C inh 0 and GRK2 inh 2.
CC1C(=O)N2CCCc3cc(NS(=O)(=O)c4ccc(F)cc4)cc1c32 (stereo not given) was read as HCV core dimer -6, procasp7 counter 6, proCasp3 act 7, VLA-4 inh -16, JMJD2C inh 40, PP1 counter -2, Fh CTSL1 inh 1, PP5 inh -1.2 and GRK2 inh 2.
`CCCS(=O)(=O)C(=C(Nc1ccccc1)Nc1ccccc1)S(=O)(=O)CCC` gave HCV core dimer -6, procasp7 counter 2, proCasp3 act 2, VLA-4 inh 5, JMJD2C inh 1, PP1 counter -4, Fh CTSL1 inh -2, PP5 inh 0.6 and GRK2 inh 0.
Cc1cc(C)nc(SCCN(C)C)n1 was read as HCV core dimer 7, procasp7 counter 3, proCasp3 act 7, VLA-4 inh 11, JMJD2C inh -8, PP1 counter -3, Fh CTSL1 inh 1, PP5 inh 1.0 and GRK2 inh 0.
`Cc1[nH]n(-c2ccccc2)c(=O)c1-c1ccc(Cl)cc1` gave HCV core dimer -28, procasp7 counter -3, proCasp3 act 0, VLA-4 inh -9, JMJD2C inh 8, PP1 counter 4, Fh CTSL1 inh 1, PP5 inh -3.5 and GRK2 inh 0.
`COC(=O)C1CCN(Cc2ccc(C)cc2)CC1` gave HCV core dimer -3, procasp7 counter 0, proCasp3 act 9, VLA-4 inh -5, JMJD2C inh 1, PP1 counter -4, Fh CTSL1 inh -6, PP5 inh 0.3 and GRK2 inh 0.
Screening COc1ccc(-n2c(COc3ccc4ccccc4c3)nnc2SCC(=O)NCc2ccco2)cc1 returned HCV core dimer 3, procasp7 counter 0, proCasp3 act 2, VLA-4 inh -5, JMJD2C inh 3, PP1 counter -1, Fh CTSL1 inh -1, PP5 inh 3.5 and GRK2 inh 0.
Screening C/C(CC(=O)Nc1ccc(Cl)cc1)=N\NC(=O)C(=O)N1CCCCC1 returned HCV core dimer -2, procasp7 counter -12, proCasp3 act -3, VLA-4 inh 13, PP1 counter 0, Fh CTSL1 inh 1, PP5 inh 0.2 and GRK2 inh 3.
For O=C(Cc1sc(Nc2ccccc2)nc1-c1ccccc1)NCc1ccccn1 the results were HCV core dimer 12, procasp7 counter 2, proCasp3 act 1, VLA-4 inh -42, JMJD2C inh -3, PP1 counter 3, Fh CTSL1 inh 3, PP5 inh 0.0 and GRK2 inh 2.
COc1cccc(OCCCN2CCCCC2)c1 was read as HCV core dimer -2, procasp7 counter 13, proCasp3 act 1, VLA-4 inh -5, JMJD2C inh -2, PP1 counter -2, Fh CTSL1 inh 1, PP5 inh -1.9 and GRK2 inh 3.
For COc1cc(NC(=S)Nc2cccnc2)cc(OC)c1OC the results were HCV core dimer -3, procasp7 counter -22, proCasp3 act -4, VLA-4 inh 16, JMJD2C inh 0, PP1 counter -1, Fh CTSL1 inh -1, PP5 inh -2.7 and GRK2 inh 0.
`CC(C)(C)OC(=O)NC(CCNC=C1C(=O)OC(C)(C)OC1=O)C(=O)O` (stereo not given) gave HCV core dimer -6, procasp7 counter 3, proCasp3 act -3, VLA-4 inh 23, JMJD2C inh 3, PP1 counter 2, Fh CTSL1 inh 1, PP5 inh 1.0 and GRK2 inh 2.
C=CCN(C(=O)OC(C)(C)C)S(=O)(=O)NCc1ccccc1 was read as procasp7 counter 4, proCasp3 act 5, VLA-4 inh -10, JMJD2C inh -2, PP1 counter 0, PP5 inh 1.3 and GRK2 inh 0.
O=C(Nc1cccc(-c2nn[nH]n2)c1)c1cccs1 was read as HCV core dimer 4, procasp7 counter 5, proCasp3 act 3, VLA-4 inh 1, JMJD2C inh -1, PP1 counter 3, Fh CTSL1 inh -3, PP5 inh 1.0 and GRK2 inh 1.
`CCc1cc(C(=O)COc2ccccc2F)c(O)cc1O` gave HCV core dimer -2, procasp7 counter -9, proCasp3 act 4, VLA-4 inh 3, PP1 counter 2, Fh CTSL1 inh 3, PP5 inh 5.7 and GRK2 inh 1.
Cn1/c(=N/N=C/c2ccc(N3CCOCC3)cc2)sc2ccccc21 was read as HCV core dimer -5, procasp7 counter 8, proCasp3 act 1, VLA-4 inh 4, JMJD2C inh 37, PP1 counter -3, Fh CTSL1 inh 8, PP5 inh 1.3 and GRK2 inh 0.
For S=C(N/N=C/c1ccc2ncccc2c1)Nc1ccccc1 the results were HCV core dimer -2, procasp7 counter 0, proCasp3 act -3, VLA-4 inh -2, JMJD2C inh 4, PP1 counter 4, Fh CTSL1 inh 7, PP5 inh -2.7 and GRK2 inh 0.
Screening CCOC(=O)c1cc(C)nc(SC)c1C#N returned HCV core dimer 3, procasp7 counter -3, proCasp3 act -8, VLA-4 inh 9, JMJD2C inh -15, PP1 counter 1, Fh CTSL1 inh -2, PP5 inh 3.4 and GRK2 inh 1.
`COCc1cc(C)nc(SC)c1C#N` gave HCV core dimer 1, procasp7 counter 1, proCasp3 act 5, VLA-4 inh 14, JMJD2C inh 20, PP1 counter 0, Fh CTSL1 inh -3, PP5 inh 1.4 and GRK2 inh 0.
Screening C#Cc1ccc([C@H]2C=C(C(=O)OCC=C)O[C@@H](OCCCCO)C2)cc1 returned HCV core dimer 30, procasp7 counter -5, proCasp3 act 5, JMJD2C inh 0, PP1 counter 7, Fh CTSL1 inh 1 and PP5 inh 2.4.
For O=C1CCCN1CCCNS(=O)(=O)c1cccs1 the results were procasp7 counter 2, proCasp3 act 1, VLA-4 inh 2, JMJD2C inh 5 and GRK2 inh 0.
Screening COCCCNCCOc1ccc(C(C)(C)c2ccccc2)cc1 returned HCV core dimer -8, procasp7 counter -6, proCasp3 act -4, VLA-4 inh 10, JMJD2C inh -7, PP1 counter 4, Fh CTSL1 inh 2, PP5 inh 0.3 and GRK2 inh 0.
For O=C(NCCCN1CCCC1=O)c1c(O)nc2sccn2c1=O the results were HCV core dimer 1, procasp7 counter 2, proCasp3 act 0, VLA-4 inh 1, JMJD2C inh 45, PP1 counter -1, Fh CTSL1 inh -4, PP5 inh 0.0 and GRK2 inh 0.
COc1ccc(CCNC(=O)C23CCC(C)(C(=O)C2Br)C3(C)C)cc1OC (stereo not given) was read as HCV core dimer 3, procasp7 counter 4, proCasp3 act 8, VLA-4 inh -6, JMJD2C inh -7, PP1 counter -2, Fh CTSL1 inh -5, PP5 inh 0.0 and GRK2 inh 1.
Screening COc1cccc(OCc2nc(-c3ccc(Br)o3)no2)c1 returned HCV core dimer 0, procasp7 counter 9, proCasp3 act 1, VLA-4 inh 48, JMJD2C inh inconclusive, PP1 counter 2, Fh CTSL1 inh 1, PP5 inh 0.5 and GRK2 inh 9.
O=C(Nc1cccc(C(F)(F)F)c1)c1cc(-c2cccs2)on1 was read as HCV core dimer 2, procasp7 counter 3, proCasp3 act -2, VLA-4 inh -8, JMJD2C inh -2, PP1 counter -1, Fh CTSL1 inh 3, PP5 inh 2.1 and GRK2 inh 0.
`COCCN(CCOC)C(=O)c1ccc(CSc2nc3ccccc3s2)cc1` gave HCV core dimer 2, procasp7 counter 1, proCasp3 act -6, VLA-4 inh 17, JMJD2C inh -13, PP1 counter 0, Fh CTSL1 inh 1, PP5 inh -1.4 and GRK2 inh 4.
Cc1ccc2nc(NCc3ccccc3)c(C#N)cc2c1 was read as HCV core dimer 6, procasp7 counter 52*, proCasp3 act 9, VLA-4 inh -1, JMJD2C inh -8, PP1 counter -3, Fh CTSL1 inh 1, PP5 inh -0.4 and GRK2 inh 2.
`COc1cccc(CC(=O)OCC(=O)NC(Cc2ccccc2)C(C)=O)c1` (stereo not given) gave HCV core dimer -7, procasp7 counter 0, proCasp3 act -6, VLA-4 inh -17, JMJD2C inh -4, PP1 counter -5, Fh CTSL1 inh -5, PP5 inh -0.6 and GRK2 inh 0.
Screening O=C(CN1C(=O)C2C3CCC(C3)C2C1=O)OCC(=O)c1cccc([N+](=O)[O-])c1 (stereo not given) returned HCV core dimer -3, procasp7 counter 6, proCasp3 act 0, VLA-4 inh 4, JMJD2C inh 1, PP1 counter -5, Fh CTSL1 inh 0, PP5 inh 0.9 and GRK2 inh 3.
For Cc1csc(NC(=O)C2CCC(C)(C(=O)O)C2(C)C)n1 (stereo not given) the results were HCV core dimer -6, procasp7 counter -4, proCasp3 act -1, VLA-4 inh -4, JMJD2C inh -3, PP1 counter -1, Fh CTSL1 inh -3, PP5 inh 0.6 and GRK2 inh 0.
